Source: PubChem BioAssay
Coupling enz: inhibits coupling enzyme system, counter-screen for aldolase hits | coupling enzyme system counterscreen, AmpLite Red fluorescence | activity change, negative = inhibition, % at 58.2 µM, hits read low | actives 0.67% (n = 290,000); in the data active = activity change below about -30%; also: % is scaled to controls: 0 for no effect and ±100 for the full control effect
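Compounds tested against the coupling enzymes alone at 57.5 uM final; readout was AmpLite Red fluorescence (525/598 nm) after 20 min at RT.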
B2AR arrestin: beta2AR (human) beta-arrestin recruitment activity; P07550; beta-arrestin recruitment to beta2AR, cell-based reporter; Potency, µM (doses to about 46.1 µM), for inactives: at the highest dose activation, actives largely listed as activators; actives 0.02% (n = 330,000); AID 492947;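 also: potency is read from the fitted curve at half-maximal effect; 0% = DMSO controls and full agonism = EC100 isoproterenol or metaproterenol; nearly all actives have a fitted effect of over 65% in size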
PKM2 act: activators of human pyruvate kinase M2; P14618; purified PKM2, Kinase-Glo ATP luminescence, activation; response scale: 0% is enzyme alone, no compound; Potency, µM (top dose mostly 57.5 µM), inactives show at the top dose activation, hits mostly activators; actives 0.34% (n = 260,000); AID 1631; also: potency is read from the fitted curve at half-maximal effect; % is scaled to controls: 0 for no effect and ±100 for the full control effect; nearly all actives have a fitted effect of over 55% in size
Target sequence (P14618 whole entry, looked up): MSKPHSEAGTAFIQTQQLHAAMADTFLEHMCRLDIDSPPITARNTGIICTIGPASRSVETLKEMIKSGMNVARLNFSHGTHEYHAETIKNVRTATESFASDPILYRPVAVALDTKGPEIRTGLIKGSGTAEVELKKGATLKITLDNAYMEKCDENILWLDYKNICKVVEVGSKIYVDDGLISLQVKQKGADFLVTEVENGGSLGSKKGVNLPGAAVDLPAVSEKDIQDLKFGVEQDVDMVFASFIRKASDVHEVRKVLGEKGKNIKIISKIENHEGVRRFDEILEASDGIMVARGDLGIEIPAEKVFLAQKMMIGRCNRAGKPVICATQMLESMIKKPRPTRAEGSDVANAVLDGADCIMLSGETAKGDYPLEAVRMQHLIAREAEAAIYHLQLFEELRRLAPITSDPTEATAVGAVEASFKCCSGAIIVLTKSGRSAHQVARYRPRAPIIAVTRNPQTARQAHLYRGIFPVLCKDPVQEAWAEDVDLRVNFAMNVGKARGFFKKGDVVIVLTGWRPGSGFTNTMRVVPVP
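Kinase-Glo luminescence reports ATP generated from ADP (0.1 mM) and PEP (0.5 mM) by purified hPK-M2 after 1 h at room temperature, pH 7.2 imidazole buffer; intermediate enzyme activity allows detecting inhibitors and activators.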
S-ASM inh: human S-ASM enzyme inhibition; P17405; placental ASM, HMU-PC fluorogenic substrate, 60 min; Potency, µM (highest dose often 57.5 µM), inactives show top-dose activity change, negative = inhibition, most hits filed as inhibitors; actives 0.006% (n = 340,000); also: potency is read from the fitted curve at half-maximal effect
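HMU-PC0 cleavage (9 uM final) by human placental ASM, 60 min at 37 °C following 10 min compound exposure at RT; stopped at pH 10, fluorescence Ex 386/Em 447 nm.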
a7 integrin act: activators of alpha7 integrin expression for muscular dystrophy. alpha7betagal myoblasts, beta-gal FDG fluorescence, 48 h. Potency, µM (titrated, usually from 38.3 µM), for inactives: at the top dose activation, most hits filed as activators. actives 0.064% (n = 350,000);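 also: potency is read from the fitted curve at half-maximal effect; 100% = response of the positive control SU9516; nearly all actives have a fitted effect of over 60% in size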
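Alpha7betagal+/- myoblasts (passage 13) were plated 16-24 hr, then exposed to compounds (1:260 dilution of DMSO stock) for 48 hours at 37C. After MPER lysis, β-galactosidase reporter activity was read as FDG fluorescence (ex 480/em 540) after 30 minutes.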
TSG101-PTAP inh: blocks PTAP/TSG101 interaction to inhibit HIV-1 budding; Potency, µM (series often up to 115 µM), inactives show top-dose activity change, negative = inhibition, usual class: inhibitors; 340,000 tested, under 10 active; Q99816; AID 493005; Fluorescence polarization, FITC-PTAP peptide / Tsg101 binding; active = well fitted inhibition curve with a large enough effect in the main read-out, with a control signal flat, not every such curve was filed as active; inconclusive = small, poorly fitted or top-dose-only effect, or effect the other way, or a change in a side signal; inactive = no such curve, though single readings can be large or run the other way; also: potency is read from the fitted curve at half-maximal effect; % of control where 0% means no effect
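Tsg101 binding domain (10 uM final) was mixed with compound and a FITC-labeled PTAP peptide (50 nM final) in HEPES pH 7.5 buffer with NaCl, Tween 20, EDTA and TCEP; fluorescence polarization was read after 20 min at r.t.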
Menin-MLL TR inh: menin-MLL binding inhibition, Texas Red mutant peptide | O00255 | Potency, µM (titrated, usually from 61.6 µM), for the others: at the highest dose FP activity change, negative = inhibition, hits mostly inhibitors | actives 0.23% (n = 270,000) | Menin + Texas Red MLL mutant peptide, fluorescence polarization; active = well fitted inhibition curve with a large enough effect in the polarisation, with a control signal flat, not every such curve was filed as active; inconclusive = small, poorly fitted or top-dose-only effect, or effect the other way, or a change in a side signal; inactive = no such curve, though single readings can be large or run the other way; the % refers to the polarisation; also: potency is read from the fitted curve at half-maximal effect; % of control where 0% means no effect; many of its hits are not listed in these tables
Target sequence (O00255 whole entry, looked up): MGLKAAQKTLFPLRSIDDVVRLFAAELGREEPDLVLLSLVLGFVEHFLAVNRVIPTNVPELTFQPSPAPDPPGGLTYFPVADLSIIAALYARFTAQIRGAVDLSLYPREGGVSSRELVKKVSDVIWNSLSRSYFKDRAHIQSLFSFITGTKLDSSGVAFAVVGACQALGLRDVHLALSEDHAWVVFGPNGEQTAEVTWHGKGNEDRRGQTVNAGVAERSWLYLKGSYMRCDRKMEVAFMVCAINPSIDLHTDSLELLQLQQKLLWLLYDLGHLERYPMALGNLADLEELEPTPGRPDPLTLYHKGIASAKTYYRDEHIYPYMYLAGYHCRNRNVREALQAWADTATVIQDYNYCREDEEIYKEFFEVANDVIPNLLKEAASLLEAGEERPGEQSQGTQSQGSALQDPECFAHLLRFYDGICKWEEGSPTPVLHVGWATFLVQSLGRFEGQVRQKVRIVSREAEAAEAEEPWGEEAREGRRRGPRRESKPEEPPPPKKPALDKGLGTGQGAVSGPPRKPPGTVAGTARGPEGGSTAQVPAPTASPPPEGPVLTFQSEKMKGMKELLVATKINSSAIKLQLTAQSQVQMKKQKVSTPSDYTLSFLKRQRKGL
Tb PFK block: T. brucei PFK enzyme inhibition. O15648. T. brucei PFK, ADP-Glo luminescence. Potency, µM (doses to about 57.5 µM), for the others: top-dose activity, negative = inhibition, most hits filed as inhibitors. actives 0.17% (n = 330,000). AID 485367;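 also: potency is read from the fitted curve at half-maximal effect; 0% = uninhibited 1x PFK enzyme wells and -100% = no-enzyme wells; nearly all actives have a fitted effect of over 60% in size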
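PFK 1.25 nM, F6P 0.5 mM, ATP 0.1 mM, 0.1 M TEA pH 8.0, 5 mM MgCl2, 0.01% Tween20, 0.1% BSA; 45 min RT. ADP-Glo readout. qHTS titration up to 57 uM; curves fitted, compounds curve-classed.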
Giardia kill: kills Giardia lamblia. Giardia lamblia trophozoite viability. activity change, % at 7.66 µM, hits read low. actives 0.15% (n = 340,000). AID 540267; in the data active = activity change below about -80%; inconclusive = between about -30% and that limit;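 also: parasites exposed to compound for two days anaerobically before the ATP read; % is scaled to controls: 0 for no effect and ±100 for the full control effect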
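Viability, read as ATP luminescence: trophozoites at 100 cells/well, compound added, 48 hrs anaerobic at 37 deg C, then 15-30 min room-temperature development before reading.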
BCR signal inh: chronic active BCR signaling inhibition; ABC-DLBCL IkBa-CBG/CBR reporter, luminescence ratio, 4 h; Potency, µM (top dose mostly 46.1 µM), for the others: at the highest dose ratio change, negative = lower green/red ratio, actives largely listed as inhibitors; actives 0.05% (n = 340,000); active = well fitted inhibition curve with a large enough effect in the signal ratio, with a control signal flat, not every such curve was filed as active; inconclusive = small, poorly fitted or top-dose-only effect, or effect the other way, or a change in a side signal; the % refers to the signal ratio;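 also: potency is read from the fitted curve at half-maximal effect; plate controls were basal doxycycline-induced cells for no effect and cells given 10 µM MG132 for full effect; MG132 reads +100%, hits lower the ratio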
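Doxycycline induced both beetle luciferases in TMD8 lymphoma cells; IKK-driven degradation limits the IkappaBalpha-fused green signal, while red luminescence normalises for cell number and nonspecific effects. Compounds tested up to 46 uM, 4 hrs.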
GALK inh: blocks human galactokinase activity; P51570; Purified GALK, Kinase-Glo residual ATP luminescence; AID 1868; actives 0.007% (n = 270,000); Potency, µM (doses to about 57.5 µM), for the others: top-dose activity change, negative = inhibition, actives largely listed as inhibitors; also: potency is read from the fitted curve at half-maximal effect; % is scaled to controls: 0 for no effect and ±100 for the full control effect
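ATP-depletion format; final 35 uM ATP, 100 uM D-galactose, 5 nM enzyme; pH 8.0 HEPES/Mg2+ buffer; 60 min RT; luminescence read 10 min after detection reagent.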
* = called active by the depositor; ? = inconclusive; / = no result given; [ ] = dose if it differs, or a comment. Unless noted, calls follow the shape of the dose curve; as a rule, active = well fitted curve in the direction sought with a large enough effect; inconclusive = small, poorly fitted or top-dose-only effect, or another doubt; inactive = no such curve, though single readings can be large; an effect the other way counts as inactive or inconclusive. These rows are one share of the data; rates above refer to the full screens.

SMILES | Coupling enz | B2AR arrestin | PKM2 act | S-ASM inh | a7 integrin act | TSG101-PTAP inh | Menin-MLL TR inh | Tb PFK block | Giardia kill | BCR signal inh | GALK inh
CN1CCN(CCOCCOc2ccc(Br)cc2Cl)CC1 | -3 | 0.4% | 3% | 1% | -31% | -9% | -1% | -16% | -4 | 5% | -2%
Cc1nc(SCCC(=O)O)c2cc(-c3ccccc3)sc2n1 | 1 | -0.4% | / | 28% | -30% | 0% | / | 3% | ? | -1% | -5%
O=C(NCc1cccc(F)c1)C1CCC(=O)N(CCCN2CCOCC2)C1 (stereo not given) | / | -0.1% | -2% | / | 6% | 1% | / | 2% | -5 | 1% | -8%
O=C1C[C@@H]2CCN3C(=O)CCC[C@@H]([C@H]23)[C@H]1Cc1ccccc1 | -1 | 0.0% | / | 9% | 20% | -11% | -3%[94.6 µM] | -1% | -23 | -1% | /
O=C(Nc1ccc(Cl)cc1)c1ccc(-n2cncn2)c([N+](=O)[O-])c1 | -12 | -0.1% | -1% | -2% | 25% | 0% | 9% | 3% | 13 | -5% | 0%
CC(=O)O/N=C/c1c(NCc2ccccc2)nc2c(C)cccn2c1=O | -5 | 0.5% | -1% | 79%[activator] | 9% | -1% | / | -5% | -10 | 13% | -2%
Cc1ccc(-n2c(SCC(=O)Nc3ccc(Cl)cc3)nc(O)cc2=O)cc1 | 6 | 0.0% | / | -1% | 38% | -1% | ? | 1% | -22 | -2% | -1%
COc1ccc2[nH]c(C)c(CCNC(=S)Nc3ccc(F)cc3)c2c1 | -11 | 0.1% | 9% | 6% | -37% | -4% | ? | -3% | -26 | ? | -1%
Cc1nc2ccccc2cc1C(=O)N/N=C/c1ccco1 | -1 | -1.1% | 1% | 12% | 0% | -4% | -7% | 4% | -26 | 3% | 1%
O=c1c2ccccc2nc2c3ccccc3c(NCc3cccnc3)nn12 | 7 | -0.2% | -4% | 1% | ? | 0% | -11% | 1% | -3 | 17% | 0%
CC(C(=O)Nc1ccc(F)cc1Cl)N1CCN(S(=O)(=O)c2cccs2)CC1 (stereo not given) | / | 0.2% | / | 0% | 39% | 3% | / | -9% | -1 | ? | /
O=C(CS(=O)c1cccc(C(F)(F)F)c1)Nc1ccccc1Cl (stereo not given) | -2 | -0.1% | 2% | 0% | 2% | -2% | 17% | -1% | 5 | -10% | -6%
Fc1ccc(-c2noc(C3CCN(Cc4cccnc4)CC3)n2)cc1 | 3 | 0.4% | 4% | 4% | -27% | -3% | 17% | 12% | 6 | -2% | -4%
Cc1nc(N/N=C/c2ccc(Br)cc2)cc(N2CCOCC2)n1 | 0 | 0.2% | -17% | 3% | -18% | 0% | -1% | 5% | 6 | ? | 0%
CCOC(=O)C1=CN(CC)S(=O)(=O)NC1c1cccc(OC)c1 (stereo not given) | / | -0.8% | / | 2% | -1% | 1% | / | 0% | -9 | 0% | /
COc1cc(/C=N/N(C)C)ccc1OC(=O)c1cccs1 | -8 | 0.1% | 1% | -3% | -13% | -1% | 8% | 4% | -6 | -2% | 13%
COc1cc2[nH]c(=S)nc(NC3CCCCCC3)c2cc1OC | -3 | -0.2% | -4% | -22% | -15% | -8% | 0% | -6% | 9 | -16% | -3%
Cc1cccc(C(O)(C(=O)NNc2ccc3ccccc3n2)c2cccc(C)c2)c1 | 3 | 0.1% | -1% | 4% | -35% | 0% | 9% | 3% | 20 | 0% | -1%
CCOc1cc2[nH]c(=O)n(CCCN3CCCC3=O)c(=O)c2cc1OCC | 0 | -0.2% | 0% | 4% | 0% | -7% | -17% | -3% | 8 | -2% | -1%
CC(Oc1cccc2ccccc12)C(=O)N/N=C/c1cccnc1 (stereo not given) | -3 | -0.1% | 0% | -1% | -25% | -1% | 5% | 1% | -21 | -1% | 8%
Cc1cc(NC(=O)c2ccc(S(=O)(=O)N3CCOCC3)cc2)no1 | 0 | -0.1% | 11% | 5% | 10% | 0% | 4% | 0% | -11 | 0% | -1%
COc1cc(-c2cc(N)n(S(=O)(=O)c3ccccc3)n2)cc(OC)c1OC | 0 | 0.2% | -6% | 1% | -6% | -2% | ? | 1% | 3 | ? | 5%
CC(C)C(C(=O)Nc1ccc2c(c1)OCCO2)N1C(=O)c2ccccc2C1=O (stereo not given) | 1 | -0.3% | 0% | -2% | 4% | -4% | 0% | 0% | 1 | ? | 1%
Cn1c(N)c(C(=O)COC(=O)c2ccccc2NCc2ccco2)c(=O)n(C)c1=O | -3 | -0.1% | 0% | 32%[activator] | ? | -2% | 18% | 2% | 9 | -2% | -1%
Cc1cc(C)c(S(=O)(=O)N2CCOCC2)cc1C | 3 | -0.1% | 5% | 3% | -13% | -1% | -4% | -6% | 0 | -12% | 2%

Only BCR signal inh and B2AR arrestin, for two of the compounds above:
SMILES	BCR signal inh	B2AR arrestin
Cc1nc(SCCC(=O)O)c2cc(-c3ccccc3)sc2n1	-1%	-0.4%
CC(C(=O)Nc1ccc(F)cc1Cl)N1CCN(S(=O)(=O)c2cccs2)CC1 (stereo not given)	?	0.2%

New compounds follow.
SMILES | Coupling enz | B2AR arrestin | PKM2 act | S-ASM inh | a7 integrin act | TSG101-PTAP inh | Menin-MLL TR inh | Tb PFK block | Giardia kill | BCR signal inh | GALK inh
O=C(Cn1ncc2c(=O)oc3ccccc3c21)N1CCCc2ccccc21 | 4 | 0.0% | -1% | -1% | -27% | 0% | -20% | -4% | -9 | -11% | -1%
CCC(=O)N=c1n(C)c2ccccc2n1CCOc1ccccc1 | -1 | -1.9% | -21% | 3% | 33% | 0% | -16% | 0% | 16 | 1% | /
CC(=O)c1c(COC(=O)c2ccc(Cl)cc2)nc2ccccc2[n+]1[O-] | 3 | -0.7% | -1% | -4% | 24% | -1% | / | 1% | -13 | 3% | -2%
CCN(CC)Cc1c(C(=O)N/N=C/c2ccc(C)o2)nnn1-c1nonc1N | 0 | -0.3% | -1% | -1% | -5% | -6% | -14% | -1% | -22 | 3% | -2%
O=C(CN1CCN(Cc2ccc(F)cc2)C1=O)NC1CCCC1 | 2 | -0.2% | -3% | 8% | 21% | 1% | 7% | 1% | -6 | ? | 0%
COc1cccc(OCC(O)CN2CCC(CN3C(=O)c4cccc5cccc(c45)C3=O)CC2)c1 (stereo not given) | -2 | 0.1% | 0% | -3% | -65%[inhibitor] | 0% | -11% | -5% | -1 | -8% | 1%
COC(=O)c1ccccc1NC(=O)CSc1nnc(COc2cccc(OC)c2)n1C | 0 | -1.5% | 11% | -1% | 18% | -3% | ? | -4% | -7 | -6% | 2%
O=C(Nc1cc(C(F)(F)F)ccc1N1CCOCC1)c1cncc(Br)c1 | -1 | -0.2% | 1% | -3% | -22%[7.66 µM] | -4% | 15% | -2% | 18 | -1% | 7%
O=C(CN(C(=O)CNC(=O)c1ccco1)c1ccc(F)c(Cl)c1)NC1CCCCC1 | 8 | 0.2% | / | 2% | 0% | 0% | / | 0% | -1 | ? | 4%
Cc1onc(-c2ccccc2Cl)c1C(=O)Oc1cccc2cccnc12 | -3 | 6.6% | -4% | -2% | 12% | -2% | 3% | -5% | -3 | ? | 6%
Cc1ccc(C)c(N2CCN(C(=O)c3csc(C)c3C)CC2)c1 | 0 | -0.4% | -8% | -1% | ? | 1% | 0% | 0% | 26 | 6% | 1%
CCCOc1ccc(Cl)cc1CNc1ccccc1 | -1 | -0.6% | ? | -7% | -44% | -2% | 27% | -3% | 5 | ? | 1%
C/C=C/c1ccc(OCC(=O)Nc2cc(C(F)(F)F)ccc2N2CCOCC2)c(OC)c1 | / | 0.1% | -9% | -28% | -8% | -3% | / | 0% | 14 | -5% | 6%
CC(=O)c1ccc(NC(=O)Cn2cnc(S(=O)(=O)N3CCc4ccccc43)c2)cc1 | -1 | 0.2% | / | -5% | 9% | -2% | ? | 0% | -17 | 6% | 9%
CCCCn1c(N)c(N(CCOC)C(=O)CN(C)S(=O)(=O)c2ccc(F)cc2)c(=O)[nH]c1=O | / | -0.2% | / | 4% | 25% | 1% | / | -8% | 7 | -2% | /
CCOC(=O)Cn1c2ccccc2c2nc3ccccc3nc21 | -3 | 3.6% | -18% | 4% | -2% | -5% | -9% | 7% | 15 | 6% | 1%
CCOc1ccc(CC(=O)Nc2nccs2)cc1OCC | 0 | 0.1% | 4% | -2% | 2% | 1% | 2% | -1% | 18 | -3% | 1%
O=C(CN1C(=O)C2CC=CCC2C1=O)Nc1ccc(OC(F)(F)F)cc1 (stereo not given) | / | 0.3% | / | -3% | -13% | -2% | / | -5% | 12 | 1% | /
